Compound activity from PubChem.
aSyn tox rescue = qHTS of alpha-syn Inhibitors: NCGC Sytravon Library Screen; S. cerevisiae alpha-synuclein toxicity rescue, BacTiter-Glo growth, 24 h; Potency, µM (top dose mostly 46.1 µM), without a hit: at the highest dose growth rescue (activation), most hits filed as activators; 94,000 tested, 0.02% active; active = well fitted activation curve with a large enough effect; inconclusive = small, poorly fitted or top-dose-only effect; note: 0% is about no effect
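Growth restoration measured by BacTiter-Glo luminescence after 24 hr at 30 deg C; alpha-synuclein yeast, raffinose-pregrown to mid-log, were added at OD600=0.02 in galactose medium onto pinned compounds.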
Numbers without * were called inactive; ? = inconclusive; & = joins results of further samples; [ ] = remark or other dose. Potency is the fitted concentration of half-maximal effect. Some of the compounds tested; count on the stated rates, not on these rows.

No.	SMILES	aSyn tox rescue
1	O=C(NNC(=S)NCC1CCCO1)c1ccc(S(=O)(=O)N2CCOCC2)cc1 (stereo unspecified)	-9%
2	COc1ccc(CNC(=O)C/C(C)=N/NC(=O)COc2cccc(C)c2)cc1	5%
3	CCOC(=O)c1cc(S(=O)(=O)NCc2ccc(Cl)cc2)[nH]n1	4%
4	COc1ccc(CCNC(=O)CCCn2c(=O)c3ccccc3n(CC(=O)Nc3ccc(C)cc3Cl)c2=O)cc1OC	2%
5	CCOc1ccc(/C=C(/NC(=O)c2ccccc2)C(=O)NCCC(=O)O)cc1	2%
6	COc1ccc(C(CNC(=O)COc2ccc(C)c(C)c2)N2CCCCC2)cc1 (stereo unspecified)	0%
7	CC1CCc2onc(C(=O)N3CCN(c4ccc(F)cc4)CC3)c2C1 (stereo unspecified)	-9%
8	COc1cc(/C=C/C(=O)OCC(=O)N2CCCc3ccccc32)ccc1OC(F)F	11%
9	COc1ccc(C(CNC(=O)c2ccc3c(c2)OCCO3)N(C)C)cc1 (stereo unspecified)	1%
10	CN(c1nc2ccccc2[nH]c1=O)C1CCCCC1	10%
11	CC(=O)c1ccc(NC(=O)c2ccc(-n3cnnn3)cc2)cc1	7%
12	CCOc1ccccc1NC(=O)CSc1nc2c(oc3ccccc32)c(=O)n1Cc1ccco1	0%
13	COCCNC(=O)Cn1cnc2sc(C)c(S(=O)(=O)N3CCN(c4ccccc4OC)CC3)c2c1=O	-8%
14	CCN(CC)c1ccc(C2C(C(=O)Nc3ccccc3C)=C(C)Nc3ncnn32)cc1 (stereo unspecified)	6%
15	CCOC(=O)C1CCCN(S(=O)(=O)c2cc(-c3cc(C)no3)ccc2OC)C1 (stereo unspecified)	0%
16	O=C(COc1ccc(F)cc1)Nc1nnc(S(=O)(=O)N2CCCC2)s1	6%
17	COc1cccc(OC)c1C(=O)Nc1cccc(-c2nc3cc(C)cc(C)c3o2)c1	-11%
18	O=C(O)C1C2C=CC(C2)C1C(=O)NCc1cccs1 (stereo unspecified)	-2%
19	COc1cc(CN(C(=O)c2ccccc2Br)c2ccccn2)cc(OC)c1OC	5%
20	Cc1cccc(-c2noc(CNC(=O)c3ccc(C)cc3C)n2)c1	-5%
21	CCOCCCn1c(=N)c(C(=O)NCC2CCCO2)cc2c(=O)n3cc(C)ccc3nc21 (stereo unspecified)	-10%
22	O=C(NCc1ccco1)C1CC(c2ccc(F)cc2)=NO1 (stereo unspecified)	4%
23	Cc1nc2ccn(Cc3ccccc3)c(=O)c2cc1C(=O)N1CCN(c2ccccc2F)CC1	16%
24	O=C(/C=C/c1ccccc1)Oc1cccc(C(=S)N2CCOCC2)c1	6%
25	O=C(O)CCCNC(=O)C(c1ccccc1)c1ccccc1	-3%&2%
26	O=C(CCCN1C(=O)/C(=C\c2ccccc2)SC1=S)Nc1ccc(O)cc1	10%
27	Cc1ccc(-n2ncc3c(N4CCC(C(N)=O)CC4)ncnc32)cc1	1%
28	c1cncc(-c2nc3ccccn3c2Nc2ccc3c(c2)OCCO3)c1	-5%
29	COc1ccc(N2CCN(CCCNS(=O)(=O)c3ccc4c(c3)oc(=O)n4C)CC2)cc1	-3%
30	COc1ccc(NC(=O)CSc2nc(-c3cccc(C)c3)[nH]c2-c2ccccc2)cc1OC	-8%

Going on with the list.
No.	SMILES	aSyn tox rescue
31	CCS(=O)(=O)Nc1cc(-c2cn3ccc(C)cc3n2)ccc1C	-7%
32	O=C(Nc1cccc(OCc2cc(=O)n3ccccc3n2)c1)Nc1cccc(C(F)(F)F)c1	4%
33	O=c1cc(CN2CCN(c3ccccc3F)CC2)c2cc(O)c(-c3ccccc3)cc2o1	-6%
34	COc1ccccc1CNC(=O)C1CCN(S(=O)(=O)c2c(C)noc2/C=C/c2c(C)cc(C)cc2C)CC1	5%
35	COc1ccc(C(=O)NCC(c2ccc(N(C)C)cc2)N2CCCC2)cc1 (stereo unspecified)	3%
36	Cc1ccc(S(=O)(=O)CCC(=O)OCC(=O)Nc2cccc(S(=O)(=O)N3CCCCC3)c2)cc1	-5%
37	CC(CN1CCOCC1)OC(=O)Cc1ccc(Cl)cc1 (stereo unspecified)	-3%
38	CCOc1ccc(CCNc2nc3ccccc3n3cnnc23)cc1OCC	-9%
39	CCN(CC)C(=O)C1=C(C)N(Cc2ccccc2)C(=O)C(CC(=O)NCCCCc2ccccc2)C1 (stereo unspecified)	8%
40	CCOC(=O)c1c(NC(=O)COc2c(C)cc(Cl)cc2Cl)sc2c1CCCC2	-9%
41	Cc1ccccc1Cn1c(=O)n(Cc2ccco2)c(=O)c2oc3ccccc3c21	-7%
42	O=[N+]([O-])c1ncccc1Oc1nc(-c2cccnc2)nc2ccccc12	-8%
43	CCN1CCN(C(=O)c2ccc3c(c2)N(Cc2cccc(F)c2)C(=O)c2ccccc2S3)CC1	2%
44	CCC(C)[C@H](NC(=O)NCCC1=CCCCC1)C(=O)OC (stereo partly specified)	3%
45	CCCCOc1c(Br)cc(/C=N/O)cc1OCC	-40%[inhibitor]
46	CC1=C(C(=O)Nc2cccc(C(=O)NCC(C)c3ccccc3)c2)SCCO1 (stereo unspecified)	11%
47	COc1ccc(C(=O)NCC(c2ccc(N(C)C)cc2)N2CCc3ccccc32)cc1OC (stereo unspecified)	-2%
48	Cc1ccc(CSCC(=O)N(CCC(C)C)c2c(N)n(Cc3ccccc3)c(=O)[nH]c2=O)cc1	4%
49	Cc1ccc(CCNC(=O)c2ccc(CSCc3ccc(C)cc3)o2)cc1	-6%
50	Cc1ccc(NC(=O)C2CCN(S(=O)(=O)c3cccc4nonc34)CC2)cc1C	-9%
51	CCS(=O)(=O)NCCc1csc(-c2cccnc2)n1	6%
52	CCOC(=O)C1CCN(C(=O)CN2C(=O)c3ccccc3S2(=O)=O)CC1	-12%
53	Cc1ccc(CNC(=O)Cn2c3ncccc3c(=O)n2-c2ccccc2)cc1	1%
54	CC(=O)c1ccc(NC(=O)Nc2sc(NS(=O)(=O)c3ccccc3)nc2C)cc1	-15%
55	CC(=O)Nc1nc(-c2ccc(-c3ccccc3)cc2)cs1	2%
56	COc1cccc2c(=O)n(CC(=O)N3CCC(C)CC3)ccc12	6%
57	Cc1ccc(C)c(NC(=O)N2CCc3cc(S(=O)(=O)N4CCC(C)CC4)ccc32)c1	-1%
58	C=CCN1C(=O)C2(NC(=O)c3ccccc3N2)c2ccccc21 (stereo unspecified)	2%
59	CCCCNC(=O)c1cc2cc(CC)ccc2[nH]1	-1%
60	COc1cccc(COC(=O)c2ccc(-c3nnn(Cc4ccccc4)n3)cc2)c1	-9%

Looked up by compound from above (2):
No.	SMILES	aSyn tox rescue
4	COc1ccc(CCNC(=O)CCCn2c(=O)c3ccccc3n(CC(=O)Nc3ccc(C)cc3Cl)c2=O)cc1OC	2%
10	CN(c1nc2ccccc2[nH]c1=O)C1CCCCC1	10%

Additional structures follow:
No.	SMILES	aSyn tox rescue
61	CCc1ccc(Sc2cc(C(=O)NCc3cccc(OC)c3)c3ccccc3n2)cc1	4%
62	CC(=O)c1cccc(NC(=O)c2ccc(Cl)c(S(=O)(=O)N3CCOCC3)c2)c1	5%
63	O=C(Nc1ccccc1Cc1ccccc1)c1ccccc1F	-7%
64	O=c1[nH]c(C2CCN(S(=O)(=O)Cc3ccccc3)CC2)nc2c1nnn2Cc1ccccc1	-1%
65	COC(=O)[C@H](Cc1ccccc1)NC(=O)N(C)Cc1ccccc1	12%
66	O=C(Nc1ccc(S(=O)(=O)N2CCCC2)cc1)C1CC(=O)N(c2ccccc2)C1 (stereo unspecified)	2%
67	CC(C)C1C(=O)N(Cc2cn(CC3CCCCC3)nn2)CCS(=O)(=O)N1Cc1ccc(-c2cccc(CO)c2)cc1 (stereo unspecified)	0%
68	Cc1cc(C)cc(NC(=O)c2sc3nc(-c4ccccc4)cn3c2C)c1	-16%
69	Cc1ccc(-c2noc(C3CCCN(C(=O)c4cccc(Cl)c4)C3)n2)o1 (stereo unspecified)	10%
70	CCNC(=O)CCSc1nnc(-c2ccc(O)cc2)o1	4%
71	COc1ccc(CCNC(=O)c2ccc3[nH]c(C)c(C)c3c2)cc1OC	-1%
72	CC(=O)Oc1cc2oc(=O)cc(C)c2cc1Cl	-8%
73	O=C(NCc1ccc(Cl)cc1)c1cc2cccc3c2n1CCS3	2%
74	CCc1noc(C)c1C(=O)N1CCN(S(=O)(=O)c2ccc(Cl)s2)CC1	-4%
75	O=C(CCn1c(=O)c2sccc2n(Cc2cccc(F)c2)c1=O)NCc1ccc2c(c1)OCO2	-2%
76	O=C(CSc1nc2ccccc2nc1Cc1ccc(Cl)cc1)Nc1ccc2c(c1)OCO2	-9%
77	Cc1ccccc1NC(=O)c1nnn(-c2ccc3c(c2)OCCO3)c1N	-14%
78	O=C(COC(=O)Cc1cccs1)Nc1ccccc1Cl	5%
79	COc1ccc(NC(=O)c2ccc(NC(=O)CCS(=O)(=O)c3cccs3)cc2)cc1	2%
80	CCc1cccc(C)c1NC(=O)CN(C)S(=O)(=O)c1cccc2nsnc12	3%
81	COc1ccc(C)cc1NC(=O)c1cc(S(=O)(=O)N2CCOCC2)cn1C	5%&-9%
82	COc1ccc(NC(=O)C2CCCN(S(=O)(=O)c3cccs3)C2)cc1 (stereo unspecified)	-1%
83	Cn1c(=O)c2c(SCC(=O)Nc3ccc(F)cc3F)nc(C3CCCC3)nc2n(C)c1=O	-8%
84	CCOc1ccc(N(C)C(=O)c2oc(=O)c3ccccc3c2-c2ccccc2)cc1	-3%
85	COc1ccc(NC(=O)c2sc3nc(-c4ccc(OC)cc4)cc(C(F)(F)F)c3c2N)cc1	0%
86	O=C(Nc1cccc(-c2nc3ncccc3o2)c1)c1ccc(-c2cccc(Cl)c2Cl)o1	13%
87	CCN1CCc2c(sc(-n3cccc3)c2C(CCC(C)C)NC(=O)NCCC(=O)OC)C1 (stereo unspecified)	-3%
88	CCOc1ccc(NC(=O)Cn2nnc(C(=O)OC)c2C(=O)OC)cc1	-11%
89	CCOc1ccccc1NC(=O)C(CC)n1c(C(=O)OC)cc2occc21 (stereo unspecified)	-20%
90	CCc1ccccc1NC(=O)Cn1c(=O)n(-c2ccc(CC(=O)NCC3CCCO3)cc2)c(=O)c2ccccc21 (stereo unspecified)	5%

The closing 7 entries of the section above open the next one:
No.	SMILES	aSyn tox rescue
84	CCOc1ccc(N(C)C(=O)c2oc(=O)c3ccccc3c2-c2ccccc2)cc1	-3%
85	COc1ccc(NC(=O)c2sc3nc(-c4ccc(OC)cc4)cc(C(F)(F)F)c3c2N)cc1	0%
86	O=C(Nc1cccc(-c2nc3ncccc3o2)c1)c1ccc(-c2cccc(Cl)c2Cl)o1	13%
87	CCN1CCc2c(sc(-n3cccc3)c2C(CCC(C)C)NC(=O)NCCC(=O)OC)C1 (stereo unspecified)	-3%
88	CCOc1ccc(NC(=O)Cn2nnc(C(=O)OC)c2C(=O)OC)cc1	-11%
89	CCOc1ccccc1NC(=O)C(CC)n1c(C(=O)OC)cc2occc21 (stereo unspecified)	-20%
90	CCc1ccccc1NC(=O)Cn1c(=O)n(-c2ccc(CC(=O)NCC3CCCO3)cc2)c(=O)c2ccccc21 (stereo unspecified)	5%
91	COc1ccccc1NS(=O)(=O)c1ccc2c(c1)OCCO2	-58%[inhibitor]
92	Cc1ccc(N(CC(=O)NCCc2ccc(Cl)cc2)S(=O)(=O)c2c(C)noc2C)cc1	-4%
93	Cc1cc(C)c2c(CC(=O)Nc3nnc(CC(C)C)s3)coc2c1	?
94	COc1cc(Cl)c(C)cc1Nc1ncnc2c1nc1n2CCCC1	1%
95	O=C(COc1ccc([N+](=O)[O-])cc1)NCC(c1cccs1)N1CCOCC1 (stereo unspecified)	0%
96	CCc1ccc(CNC(=O)c2ccc3c(c2)nc2n3CCOC2)cc1	0%
97	COc1ccc(-c2ccc(=O)n(CC(=O)Nc3ccccc3C(F)(F)F)n2)cc1	24%
98	Cc1ccc(SCC(=O)c2c(C)[nH]c3ccccc23)cc1	-20%
99	CN1c2ccc(Cl)cc2-c2nc(SCC(=O)NCc3ccc(F)cc3)ncc2S1(=O)=O	-9%
100	COC(=O)c1c(NC(=O)COC(=O)C2CCC2)sc(C)c1C	-13%
101	COc1ccc(C2C(C(=O)Nc3ccccc3)=C(C)Nc3nc(-c4ccc(Cl)cc4)nn32)cc1 (stereo unspecified)	-3%
102	Cc1ccccc1NC(=O)Cn1cc(C(=O)c2ccco2)c2ccccc21	-6%
103	CCOc1ccccc1NC(=O)C1CCC(CNc2c(N3CCCCC3)c(=O)c2=O)CC1 (stereo unspecified)	-2%
104	CCC(=O)Nc1nc2nc(-c3ccccc3)cc(=O)n2[nH]1	-7%
105	COc1cc(NC(=O)C2CCN(c3cnc4ccccc4n3)CC2)cc(OC)c1OC	2%
106	CCOc1ccc(NC(=O)Cn2c(=O)oc3cc(S(=O)(=O)N4CCCCCC4)ccc32)cc1	-10%
107	Cc1cccc(N(CC(=O)NC2CCCC2)C(=O)c2csnn2)c1C	-4%
108	Cn1c(=O)oc2cc(S(=O)(=O)NC(Cc3ccccc3)C(=O)Nc3ccc(F)cc3)ccc21 (stereo unspecified)	-2%
109	CCCCn1c(N)c(N(CC(C)C)C(=O)c2cc(=O)[nH]c3ccccc23)c(=O)[nH]c1=O	-8%
110	CCOc1ccc(NC(=O)c2cc(S(=O)(=O)N3CCCCC3)c[nH]2)cc1	-12%
111	CC(CNC(=O)Cc1ccc(NC(=O)N2CCSc3ncccc32)cc1)c1ccccc1 (stereo unspecified)	-1%
112	Cc1c(-c2ccc(Cl)cc2)c(=O)oc2ccc(OC(=O)N3CCOCC3)cc12	0%
113	COc1ccc(NC(=O)Cn2c(=O)n(CCCCCC(=O)NCc3ccc4c(c3)OCO4)c(=O)c3sccc32)cc1Cl	-6%
